AGP1 TOR yeast – modulators of TOR pathway AGP1-GFP in S. cerevisiae. GFP response vs DMSO, % at 10 µM. AID 2066. S. cerevisiae AGP1-GFP multiplex flow cytometry, 3 h; GFP as percent of DMSO wells. 0.02% of 320,000 active;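 active = GFP response relative to DMSO above a set limit, near screen average plus 3 SD, cut at about 150% in these data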;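 also: median GFP channel fluorescence of the gated AGP1 strain per well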
RPL19A-GFP yeast – yeast TOR pathway RPL19A-GFP modulation | S. cerevisiae RPL19A-GFP strain, flow cytometry, 3 h; stronger effect = lower value | percent response vs DMSO, % at 10 µM | 0.3% of 330,000 active | AID 2025;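 active = percent response vs DMSO below 50%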;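 also: median channel GFP fluorescence of the barcoded RPL19A-GFP strain; ratio of sample median GFP to plate DMSO average so 100% = DMSO; lower means less RPL19A-GFP as with rapamycin TOR inhibition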
proCasp7 act – counter-screen: procaspase-7 (human) activation; 0.093% of 330,000 active; recombinant procaspase-7, Ac-DEVD-pNA absorbance 405 nm; D23A/D198A/D206A triple mutant, cannot self-cleave; scale: DMSO 0, 5 µM enzyme 100; AID 463210; activation, % at 8.5 µM; P55210;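 active = percent activation above the screen-wide mean plus 3 SD, cut at about 25% in these data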
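Detection: p-Nitroaniline absorbance at 405 nm, read at 0 and 120 min; system: Uncleavable procaspase-7 mutant enzyme; evaluation: % activation from two-timepoint absorbance difference, scaled to controls; times: 1 h enzyme–compound preincubation and 2 h substrate reaction, both 25 °C; buffer or medium: Zinc-free HEPES pH 7.4 with 300 mM NaCl, 0.01% Triton X-100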
MEP2-GFP yeast – alters MEP2-GFP fluorescence in TOR pathway yeast screen | S. cerevisiae MEP2-GFP strain, flow cytometry GFP, 3 h; 100% = DMSO control level | GFP response vs DMSO, % at 10 µM | 0.51% of 330,000 active;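 active = GFP response versus DMSO above a set limit, roughly screen mean plus 3 SD, cut at about 180% in these data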;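 also: median GFP fluorescence of the barcode-gated MEP2-GFP cells per well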
CIT2 TOR yeast – alters CIT2-GFP fluorescence in TOR pathway yeast screen; GFP response vs DMSO, % at 10 µM; S. cerevisiae CIT2-GFP strain, flow cytometry, 3 h; 100 means same as DMSO wells; 0.065% of 320,000 active;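 active = GFP response relative to DMSO above a set limit, near the screen mean plus 3 SD, cut at about 150% in these data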;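 also: ratio of well median GFP fluorescence to mean of DMSO wells on the plate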
AHR act – human AHR activation | P35869 | AHR-responsive luciferase reporter cells, luminescence | activation, % at 5 µM | 2.5% of 320,000 active; in the data active = activation above about 47%;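 also: 0% = vehicle wells and 100% = reference agonist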
Target sequence (P35869 whole entry, looked up): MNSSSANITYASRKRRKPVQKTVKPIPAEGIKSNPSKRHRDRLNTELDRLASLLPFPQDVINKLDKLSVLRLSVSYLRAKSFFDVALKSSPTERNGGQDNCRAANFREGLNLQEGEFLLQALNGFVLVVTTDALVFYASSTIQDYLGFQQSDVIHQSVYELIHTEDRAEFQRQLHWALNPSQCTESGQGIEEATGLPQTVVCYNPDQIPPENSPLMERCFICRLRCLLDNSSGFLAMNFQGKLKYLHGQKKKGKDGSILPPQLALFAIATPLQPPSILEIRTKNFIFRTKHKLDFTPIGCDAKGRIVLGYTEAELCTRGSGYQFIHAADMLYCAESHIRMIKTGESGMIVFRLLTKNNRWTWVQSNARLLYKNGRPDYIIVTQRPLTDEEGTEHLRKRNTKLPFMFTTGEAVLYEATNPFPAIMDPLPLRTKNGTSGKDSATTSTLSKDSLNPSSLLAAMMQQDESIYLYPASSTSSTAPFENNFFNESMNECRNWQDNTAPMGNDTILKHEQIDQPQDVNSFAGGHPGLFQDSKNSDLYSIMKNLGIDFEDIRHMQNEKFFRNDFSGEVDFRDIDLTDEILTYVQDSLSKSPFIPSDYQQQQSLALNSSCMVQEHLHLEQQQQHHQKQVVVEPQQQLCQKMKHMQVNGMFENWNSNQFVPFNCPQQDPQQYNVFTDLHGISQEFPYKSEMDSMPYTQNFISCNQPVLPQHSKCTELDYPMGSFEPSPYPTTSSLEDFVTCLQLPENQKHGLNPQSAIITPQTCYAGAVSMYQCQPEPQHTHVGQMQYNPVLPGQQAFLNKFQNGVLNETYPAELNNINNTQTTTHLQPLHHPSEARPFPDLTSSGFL
proCasp3 act – activates human procaspase-3 | recombinant procaspase-3 D3A, Ac-DEVD-pNA absorbance 405 nm | activation, % at 8.5 µM | 0.11% of 330,000 active | AID 463141;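 active = activation above the mean of all tested compounds plus 3 SD, cut at about 21% in these data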;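 also: 0% = DMSO alone and 100% = DMSO wells spiked with extra 5 µM PC-3 D3A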
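Technique: 405 nm absorbance of p-nitroaniline, reads at 0 and 120 min; Test system: Procaspase-3 D3A mutant; Incubation: 1 h enzyme-compound preincubation, then 2 h substrate reaction, 25 °C; Repeats: singlicate, each compound tested once; Benchmarks: low control DMSO wells, high control DMSO plus 5 µM PC-3 D3A.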
LAP4 TOR yeast – modulators of TOR pathway LAP4-GFP in S. cerevisiae; 0.34% of 320,000 active; GFP response vs DMSO, % at 10 µM; AID 2023; S. cerevisiae LAP4-GFP multiplex, flow cytometry GFP, 3 h; median GFP as percent of DMSO wells;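 active = GFP response vs DMSO above a set limit, about the screen mean plus 3 SD, cut at about 150% in these data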
Starred values were filed as active, the others as inactive; · = no result given.

Below each SMILES – AGP1 TOR yeast	RPL19A-GFP yeast	proCasp7 act	MEP2-GFP yeast	CIT2 TOR yeast	AHR act	proCasp3 act	LAP4 TOR yeast
COc1ccc(CNCCC(c2ccc(OC(C)C)cc2)C(C)C)cc1OC (configuration not stated)
→ 100	99	-6	101	100	0	8	101
O=C(O)CCn1c(=S)oc2ccccc21
→ 110	106	2	111	106	-2	5	108
CCOc1ccc(S(=O)(=O)N2CCN(C(=O)CCOc3ccccc3C)CC2)cc1
→ 110	103	3	110	102	8	2	113
C[C@H]1[C@H]2c3nc4ccccc4n3C[C@H]1ON2C1CCCCC1
→ 80	95	-3	97	72	2	11	127
O=C(c1ccc(Br)cc1)c1cc2ccc(O)cc2oc1=O
→ 93	96	-23	103	92	4	-6	114
COCCC(=O)N(Cc1ccc2c(c1)OCO2)C(C(=O)NC1CCCCC1)c1ccncc1 (configuration not stated)
→ 102	100	8	101	98	0	5	98
Cc1ccc(-c2nc3ccccc3c(=O)n2CCCN2CCOCC2)cc1
→ 114	107	7	106	109	23	-11	114
COC(=O)c1ccc(Cn2nnc3ccccc3c2=O)o1
→ 96	90	18	99	90	0	0	94
Cc1cc2ncn(S(=O)(=O)N3CCOCC3)c2cc1C
→ 90	94	-10	96	85	1	2	91
Cc1ccc(C(=O)N2CCN(S(=O)(=O)c3ccccc3C#N)CC2)cc1S(=O)(=O)N1CCOCC1
→ 97	92	-5	97	91	0	12	99
O=C(COc1ccc2c(c1)OCO2)NCc1cccs1
→ 103	106	5	107	100	49*	-4	100
O=C(Nc1ccccc1F)C1CCN(S(=O)(=O)c2cccnc2)CC1
→ 98	97	10	102	97	1	3	93
CCOc1ccccc1NC(=O)COC(=O)c1ccccc1SCC(=O)N1CCCC1
→ 89	89	4	98	82	6	-2	97
CCOc1ccc(-c2cc(CCCC(=O)NCc3ccc(C)cc3)no2)cc1
→ 100	98	2	103	97	-6	7	100
O=C(NC(Cc1ccccc1)C(=O)O)/C(=C/c1ccc(Br)cc1)NC(=O)c1ccc(Br)o1 (configuration not stated)
→ 100	106	-20	97	104	8	-22	98
O=C(Cn1nnc(-c2ccccc2)n1)N1CCN(S(=O)(=O)c2ccc(Cl)cc2)CC1
→ 108	102	-1	105	108	-1	12	97
CC(=O)c1ccc(NC(=O)c2ccc(CNc3c(N4CCOCC4)c(=O)c3=O)cc2)cc1
→ 94	99	1	108	103	4	-3	100
COc1ccc(-c2noc(CCC(=O)Nc3cccc(C)c3)n2)cc1
→ 96	98	5	101	100	3	4	107
CC(=O)Oc1ccc(N2C(=O)C3C4C=CC(CC4)C3C2=O)cc1[N+](=O)[O-] (configuration not stated)
→ 100	99	3	103	101	0	3	103
COc1ccc(N(C)C(=O)c2cc3c(s2)-c2ccc(Cl)cc2S(=O)(=O)C3)c(OC)c1
→ 108	103	9	98	100	-3	-2	109

3 records drawn at random from the list so far, as already listed:
Below each SMILES – AGP1 TOR yeast	RPL19A-GFP yeast	proCasp7 act	MEP2-GFP yeast	CIT2 TOR yeast	AHR act	proCasp3 act	LAP4 TOR yeast
COCCC(=O)N(Cc1ccc2c(c1)OCO2)C(C(=O)NC1CCCCC1)c1ccncc1 (configuration not stated)
→ 102	100	8	101	98	0	5	98
COc1ccc(-c2noc(CCC(=O)Nc3cccc(C)c3)n2)cc1
→ 96	98	5	101	100	3	4	107
CC(=O)c1ccc(NC(=O)c2ccc(CNc3c(N4CCOCC4)c(=O)c3=O)cc2)cc1
→ 94	99	1	108	103	4	-3	100

Additional structures follow.
Below each SMILES – AGP1 TOR yeast	RPL19A-GFP yeast	proCasp7 act	MEP2-GFP yeast	CIT2 TOR yeast	AHR act	proCasp3 act	LAP4 TOR yeast
Cc1ccc(C(=O)/C=C/c2cc(C#N)n(C)c2C)cc1
→ 95	99	4	98	100	0	6	96
O=C(Nc1ccon1)c1ccc(S(=O)(=O)N2CCOCC2)cc1
→ 92	92	3	95	96	3	1	90
COC(=O)c1cc(NC(=O)CN2CCc3cc4c(cc3C2)OCCCO4)cc(C(=O)OC)c1
→ 97	98	2	112	96	-2	5	101
COc1ccc(NC(=O)CCN2CCCC2)c(OC)c1
→ 92	91	6	92	97	7	-4	89
O=C(CSCc1ccc([N+](=O)[O-])cc1)Nc1ccccc1C(=O)O
→ 107	105	3	102	111	4	12	111
COc1ccc(OC)c(S(=O)(=O)N2CCC(C(=O)NCc3ccc4c(c3)OCO4)CC2)c1
→ 94	99	1	102	84	0	6	70
Nc1nc(SCC(=O)NCCO)nc2sc3c(c12)CCCC3
→ 95	90	3	97	86	7	7	95
CCc1ccc(C(=O)CN2C(=O)NC(C)(c3ccc(C)cc3)C2=O)cc1 (configuration not stated)
→ 94	104	9	106	92	5	-8	98
Cc1ccc(CCSc2ccc(F)cc2)cn1
→ 109	108	-1	107	103	-6	1	113
Cc1ccsc1C(=O)OCC(=O)NC1CCCC(C)C1C (configuration not stated)
→ 94	101	-1	101	105	-1	8	88
c1csc(C(c2nnnn2C2CCCC2)N2CCCC3(CCCCC3)C2)c1 (configuration not stated)
→ 100	102	4	95	87	2	-1	105
CCCCS(=O)CC(COc1ccc(Cl)cc1)OC(=O)c1ccccc1 (configuration not stated)
→ 100	98	11	91	97	2	9	101
CN(c1ccccc1C(=O)NCC1CCCO1)S(C)(=O)=O (configuration not stated)
→ 107	107	14	107	105	-1	1	97
COc1ccccc1-c1cc(C(F)(F)F)nc(S(=O)(=O)CCCC(=O)NC(C)C)n1
→ 112	105	8	110	93	0	0	111
COC(=O)c1c(-c2cc(C)ccc2C)csc1NC(=O)C1CC=CCC1C(=O)O (configuration not stated)
→ 96	97	1	93	93	-1	-1	101
Cc1nn(Cc2ccc(F)cc2)c2sc(C(=O)Nc3ccccc3N3CCOCC3)cc12
→ 92	101	13	99	98	5	2	90
O=C(NCCCN1CCOCC1)c1ccc2c(c1)N(Cc1ccccc1)C(=O)c1ccccc1S2=O (configuration not stated)
→ 99	95	4	84	95	1	5	87
O=c1c2cc(NC(=S)N3CCCCCC3)ccc2nc2n1CCCCC2
→ 102	99	-1	93	106	3	-5	101
CN1CCNC(=O)C1CC(=O)N1CC=C(c2ccc(F)cc2)CC1 (configuration not stated)
→ 104	102	9	100	100	-2	-1	104
Cc1cc(C)c(S(=O)(=O)NCc2cccnc2)cc1C
→ 98	100	3	105	104	8	-11	94
COc1c(N2CCN(C(=S)NCc3ccccc3)C(C)C2)c(F)cc2c(=O)c(C(=O)O)cn(C3CC3)c12 (configuration not stated)
→ 104	101	1	108	107	-1	7	102
CC(=O)Nc1ccc(NC(=O)c2ccc(OCc3c(C)noc3C)cc2)cc1
→ 98	101	9	106	101	-2	4	95
Cc1ccccc1-c1nnn(CC(=O)Nc2ccc3c(c2)OCO3)n1
→ 101	98	-1	100	95	9	2	90
CCOC(=O)N/N=C/c1c(C)nn(-c2cccc(C(F)(F)F)c2)c1Cl
→ 95	105	-1	117	93	-2	-1	108
COc1ccc(NS(=O)(=O)c2ccc3oc(SC)nc3c2)cc1
→ 111	107	-5	111	115	1	-14	105
NCC(=O)N1CCC(C(=O)N[C@@H](Cc2c[nH]c3ccccc23)C(=O)O)CC1
→ 99	110	·	111	102	·	·	90
Fc1cccc(NCc2cn3ccccc3n2)c1
→ 99	99	1	103	101	16	-5	101
Cc1cc(C)n(CC(=O)NNC(=O)COc2ccc(Cl)cc2Cl)n1
→ 101	99	2	102	93	2	4	103
NC(=O)c1cc([N+](=O)[O-])ccc1NCc1ccccn1
→ 93	100	7	97	94	1	-7	134
Clc1ccccc1CSc1nncn1NC/C=C/c1ccccc1
→ 107	103	5	96	103	10	-10	106
O=C(O)C1CCCCN1S(=O)(=O)c1ccc(Cl)s1 (configuration not stated)
→ 98	99	6	105	107	-1	6	92
COc1ccc(OC)c(-c2csc(NC(=O)COC(=O)C3CCC3)n2)c1
→ 95	100	-7	111	94	-2	-6	119
COc1cccc(-c2nc(CC(=O)O)cs2)c1OC
→ 99	96	11	95	·	-4	9	94
CCCCNC(=O)NS(=O)(=O)c1ccc(NC(=O)C(NC(N)=O)C(C)CC)cc1 (configuration not stated)
→ 111	101	2	104	103	0	7	110
Nc1nc(N2CCN(C/C=C/c3ccccc3)CC2)nc2ccccc12
→ 112	105	-4	104	112	6	-3	101
O=C(NC1CCCC1)c1ccc(CS(=O)(=O)c2ccc(Cl)cc2)o1
→ 104	104	2	109	106	-3	3	96
COc1cccc(CNC(=O)N2CCN(c3ccccc3Cl)CC2)c1
→ 89	93	5	100	82	1	6	86
CCOc1cc(C)c(C(C)C)cc1S(=O)(=O)N1CC(C)OC(C)C1 (configuration not stated)
→ ·	101	4	105	108	0	7	106
CC(C)NC(=O)CCCc1cn(C)c2ccccc12
→ 107	104	6	109	106	30	4	110
COc1ccccc1NC(=O)c1sc(Cl)nc1C
→ 105	108	-2	111	103	70*	-5	95
CC(CNc1nc2ccccc2n2cnnc12)c1ccccc1 (configuration not stated)
→ 96	104	4	106	113	6	-1	96
CC(C)(C)OC(=O)N1CCN(c2ccc(NC(=O)Cn3nnc(-c4ccccc4)n3)cc2)CC1
→ 112	105	3	110	103	4	2	105
CC(=O)Nc1cc(C)c2nc(NC(C)=O)sc2c1
→ 109	105	-9	107	110	7	-2	112
O=C(c1ccco1)N1CCN(C(=O)C2CCCO2)CC1 (configuration not stated)
→ 96	97	0	101	96	-5	6	99
COc1ccc(/C=N/N(C(C)=O)c2nc(-c3ccc(C)cc3)cs2)cc1
→ 106	101	-10	99	111	13	1	92
CC1CCCCN1S(=O)(=O)c1ccc(C(=O)Nc2nnc(-c3ccco3)o2)cc1 (configuration not stated)
→ 98	96	-9	100	89	-1	0	105
COc1ccc(/C(N)=N/OC(=O)C2CCC(=O)N2S(=O)(=O)c2ccc(C)cc2)cc1OC (configuration not stated)
→ 96	106	-3	103	105	5	2	106
O=c1cc(O)c(-c2ccccc2)c(Cl)[nH]1
→ 101	100	-5	96	90	4	-2	110
Cn1c(CN2CCCCC2)nc2cc(NC(=O)c3ccccc3Cl)ccc21
→ 98	98	13	100	95	1	6	110
CC(NC1CCN(Cc2ccccc2)CC1)c1ccc(F)cc1 (configuration not stated)
→ 100	108	2	107	105	1	-5	94
Brc1ccc(OCCCN2CCOCC2)cc1
→ 105	104	-1	107	103	0	3	102
COc1cccc2c3c(c(C)nc12)CC(C)O3 (configuration not stated)
→ 99	101	-6	96	128	0	3	95
Cc1c(Cl)c(-c2n[nH]c(=S)n2-c2ccccc2)nn1C
→ 101	103	-5	101	104	-1	-13	99
CCOC(=O)Cc1nc2ccccc2o1
→ 85	101	7	89	87	0	-6	69
COc1cc2c(cc1OC)C(C(=O)NCc1cccnc1)C(c1cccnc1)N(C)C2=O (configuration not stated)
→ 100	99	-2	99	101	2	-7	98
Brc1ccc(-c2noc(COc3ccc4c(c3)CCC4)n2)o1
→ 103	100	5	98	98	3	4	107
CCOc1ccc(NC(=O)C2CCCN(S(=O)(=O)c3ccc4c(c3)CC(C)N4C(C)=O)C2)cc1 (configuration not stated)
→ 95	97	12	95	102	-1	-3	91
COc1ccccc1C(=O)NC(=O)Cn1nc(C)c([N+](=O)[O-])c1C
→ 101	98	5	95	101	-1	-8	100

Source: PubChem
